Screening results from PubChem BioAssay.
FXIIa inh 1536: inhibitors of human coagulation factor XIIa | P00748 | purified FXIIa, Boc-QGR-AMC fluorogenic substrate, 2 h | inhibition, % at 5 µM | actives 0.3% (n = 220,000); in the data active = inhibition above about 40%;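 note: 0% = enzyme with no compound and 100% = blank without enzyme; many of its hits are not listed in these tables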
14-3-3 Bad PPI: disrupts binding of bovine 14-3-3 zeta to phospho-Bad peptide | AID 781 | TR-FRET 14-3-3zeta/Dy647-pBad peptide displacement, 1 h | inhibition, % at 21.7 µM | P63103 | actives 0.71% (n = 220,000);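 active = inhibition above about 70%, limit read from the data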;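 note: 0% = full 14-3-3 plus peptide FRET controls and 100% = background without 14-3-3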
eIF4E-4G inh: blocks eIF4E binding to eIF4G. P63073+Q04637. AID 782. TR-FRET eIF4E-eIF4GI(517-606) binding, 2 h. actives 0.37% (n = 220,000). inhibition, % at 21.7 µM;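 active = inhibition above about 30%, limit read from the data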;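 note: 0% = full FRET control wells and 100% = background wells lacking eIF4GI fragment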
FXIa inh: blocks human coagulation factor XIa protease activity; actives 0.14% (n = 220,000); purified FXIa, Boc-Glu-Ala-Arg-AMC fluorogenic substrate; P03951; inhibition, % at 5 µM;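 active = inhibition of at least 40%; inactive = inhibition below 40%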;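 note: fluorescence of freed AMC excited at 355 nm; 0% = enzyme without compound and 100% = no enzyme blank; many of its hits are not listed in these tables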
Target sequence (P03951 19-387 limits assumed): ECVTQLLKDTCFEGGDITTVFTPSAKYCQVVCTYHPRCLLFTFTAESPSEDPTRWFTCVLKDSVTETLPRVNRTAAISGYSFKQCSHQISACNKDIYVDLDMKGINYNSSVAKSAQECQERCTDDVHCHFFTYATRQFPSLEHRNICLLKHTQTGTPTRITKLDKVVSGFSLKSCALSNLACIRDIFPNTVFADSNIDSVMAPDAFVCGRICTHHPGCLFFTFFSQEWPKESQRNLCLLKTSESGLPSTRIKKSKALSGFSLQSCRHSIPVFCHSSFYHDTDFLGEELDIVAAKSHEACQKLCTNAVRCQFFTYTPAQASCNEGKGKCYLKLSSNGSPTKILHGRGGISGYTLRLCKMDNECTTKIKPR
Target sequence (P03951 388-625 limits assumed): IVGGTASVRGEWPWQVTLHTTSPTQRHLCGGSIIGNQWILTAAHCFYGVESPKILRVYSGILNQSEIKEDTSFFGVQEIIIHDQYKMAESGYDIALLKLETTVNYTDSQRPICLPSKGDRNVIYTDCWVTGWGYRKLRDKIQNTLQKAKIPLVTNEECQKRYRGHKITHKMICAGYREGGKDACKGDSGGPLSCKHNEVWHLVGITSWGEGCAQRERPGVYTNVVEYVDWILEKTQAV
p97 inhibitor: inhibitors of human p97 ATPase. inhibition, % at 8 µM. recombinant p97 ATPase, Kinase-Glo ATP luminescence, 3 h. actives 0.42% (n = 220,000). AID 1481; in the data active = inhibition above about 15%;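 note: 0% = DMSO vehicle and 100% = wells lacking enzyme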
Mdm2 ligase inh: inhibitors of human Mdm2 E3 ubiquitin ligase. signal enhancement, % at 5 µM. Q00987. cell-based MDM2 ubiquitination luciferase reporter, 2 h; 0 = plate control, 100 = twice control, blank-subtracted. actives 0.11% (n = 210,000);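 active = signal enhancement of 30% or more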;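 note: luminescence tracks abundance of the self-degrading MDM2-luciferase fusion protein; higher signal means inhibition of MDM2 E3 ligase activity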
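Timing – 2 h compound exposure at 37 °C · Assay system – mammalian cells stably expressing self-ubiquitinating, self-degrading MDM2 E3–luciferase fusion · Amount – 2000 cells seeded into each well · Measure – % luminescence enhancement versus blank-corrected plate control mean · Measured by – SteadyLite luminescence, 15 min reagent step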
Rad51 HR inh: blocks human Rad51 in homologous recombination. actives 0.085% (n = 200,000). inhibition, % at 10 µM. Q06609. AID 1385. hRad51 DNA strand exchange, fluorescence dequenching;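 active = inhibition above 40% at the single screening dose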;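 note: 0% = DMSO control wells and 100% = blanks with heterologous ssDNA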
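Read-out basis: percent inhibition relative to plate controls and blanks / Assay system: human Rad51 nucleoprotein filaments preassembled on unlabelled ssDNA / Timing: filaments 15 min 37 °C, then compound 30 min / Control set: per-plate controls and blanks / Technique: fluorescence dequenching at 485/520 nm / Compound: 10 µM final, single point / Also added: Fluorescein- and BHQ1-tagged 47-mer duplex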
Wee1 stabilizer: blocks degradation of human Wee1 kinase; P30291; actives 1.2% (n = 220,000); reporter increase, % at 5 µM; HeLa Luc-Wee1K328M stability, luciferase luminescence; 100% = proteasome inhibitor MG132 effect;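 active = activation above the mean of all tested compounds plus 3 SD, set per screening run, cut at about 8.8% in these data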;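 note: cells exposed to compound for 20 h before luminescence read; 0% = DMSO alone and 100% = MG132 at 30 µM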
KLK5 inh: inhibitors of human kallikrein 5; actives 0.59% (n = 210,000); recombinant hK5, fluorogenic AMC substrate cleavage; AID 873; Q9Y337; inhibition, % at 5 µM;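 active = inhibition of 40% or more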;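 note: 0% = enzyme controls without compound and 100% = no-enzyme blanks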
Target sequence (Q9Y337 67-293 limits assumed): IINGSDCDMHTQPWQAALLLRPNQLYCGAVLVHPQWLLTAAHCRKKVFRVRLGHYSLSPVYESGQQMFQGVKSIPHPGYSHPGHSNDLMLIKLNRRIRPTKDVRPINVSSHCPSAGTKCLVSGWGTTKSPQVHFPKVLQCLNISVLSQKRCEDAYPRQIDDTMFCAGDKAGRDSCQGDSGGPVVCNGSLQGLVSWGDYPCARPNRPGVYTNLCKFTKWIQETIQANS
Active calls of the source: *; x = not tested or not shown; & = joins results of further samples; [ ] = another dose, or the depositor's remark.

Results follow in this order: Rad51 HR inh	14-3-3 Bad PPI	KLK5 inh	p97 inhibitor	FXIIa inh 1536	Wee1 stabilizer	eIF4E-4G inh	FXIa inh	Mdm2 ligase inh
CC1CCCN(Cc2nc3c(c(=O)n(C)c(=O)n3C)n2CCc2ccccc2)C1 (stereo not drawn)
→ -2	4[fluorescence artefact?]	-17	-1	-19	-3	-15[fluorescence artefact?]	-7	-5
COc1cccc(-n2nc(-c3ccnn3-c3cccc(Cl)c3)c(=O)n(C)c2=O)c1
→ 1	2	0	-2	8	0	-1	-1	x
CCOC(=O)c1ccccc1OCc1cc(/C=N/NC(=O)c2ccncc2)ccc1OC
→ 2	-5	-1	1	3	2	-3	-1	-16
C=CCn1c(C(CC)CC)nc2ccccc21
→ 38	6	3	-3	9	-2	-3	3	-8
CCOC(=O)Cc1csc(/C(=N/O)C(N)=O)n1
→ 5	-3[fluorescence artefact?]	-13	-3	-10	-1	-11[fluorescence artefact?]	-2	-1
Cc1cc(C(=O)NN)c(Cl)cc1Cl
→ 17	2	3	2	14	-4	-8	4	-17
COc1ccc(-c2oc3ncn4nc(Cc5ccccc5)nc4c3c2-c2ccc(OC)cc2)cc1
→ 2	-10	-120	-2	4	2	2	-4	0
CCOc1ccc(OCC)c(NC(=O)C2CCN(c3nn4c(=O)cc(C)nc4s3)CC2)c1
→ 1	-8	-6	-1	3	0	5	-6	-14
CC(c1ccon1)N(C)Cc1c(C(=O)N(C)Cc2ccccc2)nc2ccccn12 (stereo not drawn)
→ -5	-3	-1	-9	8	0	-1	-4	8
Cc1noc(NS(=O)(=O)c2ccc(NC(=O)CSc3nc4c(cc3C#N)CCCCC4)cc2)c1C
→ 6	-4	-18	-4	15	-1	0[fluorescence artefact?]	-5	-6
COc1ccccc1N1CCN(C(=O)Oc2ccccc2)CC1
→ x	15	1	-5	26	0	-2	18	-24
c1ccc(CCn2nnnc2CN2CCN(C3CCCC3)CC2)cc1
→ 1	38	-24	-2	-1	0	-3	-13	-8
C=CCNC(=O)/C(=C\c1ccc(OC)cc1)NC(=O)c1ccc([N+](=O)[O-])cc1
→ -153	-8	3	1	7	-3	7	1	-16
COc1ccc(C2/C=C\CN(S(=O)(=O)c3ccc(C)cc3)[C@H](Cc3ccccc3)C(=O)N2Cc2ccc(F)cc2)cc1 (stereo partly drawn)
→ 3	-1	3	x	11	x	-3	0	5
Cc1ccc(N(C(=O)c2sc(C)nc2C)C(C(=O)NC(C)(C)C)c2ccncc2)cc1 (stereo not drawn)
→ -5	-1	9	3	12	-1	-2	2	3
O=C(CCOc1ccccc1)NCC(c1ccco1)N1CCCCC1 (stereo not drawn)
→ -7	4[fluorescence artefact?]	-9	3	7	1	-4	-4	-2
COc1ccc(OC)c(NS(=O)(=O)c2ccc(Cl)s2)c1
→ -39	11	1	3	-1	0	2[fluorescence artefact?]	-3	12
NC(=O)NC(=O)CC1S/C(=N/N=C2\CSC(=O)N2)NC1=O (stereo not drawn)
→ -1	-24	-24	2	2	-4	-15	-8	-3
C=CCNC(=O)C(=O)NN=C1CCN(C)CC1
→ 4	67	14	6	17	3	3	4	-19
O=C(NCc1cccnc1)C1c2ccccc2C(=O)N1Cc1ccccc1 (stereo not drawn)
→ -3	-3	-5	-1	17	-2	4	3	-10

Among those listed so far, these contain a furan ring, fused or not.
Results follow in this order: Rad51 HR inh	14-3-3 Bad PPI	KLK5 inh	p97 inhibitor	FXIIa inh 1536	Wee1 stabilizer	eIF4E-4G inh	FXIa inh	Mdm2 ligase inh
COc1ccc(-c2oc3ncn4nc(Cc5ccccc5)nc4c3c2-c2ccc(OC)cc2)cc1
→ 2	-10	-120	-2	4	2	2	-4	0
O=C(CCOc1ccccc1)NCC(c1ccco1)N1CCCCC1 (stereo not drawn)
→ -7	4[fluorescence artefact?]	-9	3	7	1	-4	-4	-2

(next part)
Results follow in this order: Rad51 HR inh	14-3-3 Bad PPI	KLK5 inh	p97 inhibitor	FXIIa inh 1536	Wee1 stabilizer	eIF4E-4G inh	FXIa inh	Mdm2 ligase inh
COc1ccc(CCNC(=O)CSc2nc(O)c(CCC(C)C)c(=O)[nH]2)cc1OC
→ 3	-19	-1	4	10	2	7	-1	-7
O=C(Nc1nc(-c2cccs2)cs1)c1ccc(S(=O)(=O)N2CCCCC2)cc1
→ -4	-1	-15	4	14	-2	-2	5	-2
C/C(=N/NC(=O)COc1cc(C)ccc1C(C)C)C(=O)O
→ -8	10	-10	0	5	0	0	1	-13
Cc1c(C(=O)NCC2CCCO2)sc2nc(-c3ccc(F)cc3)cn12 (stereo not drawn)
→ 9	4[fluorescence artefact?]	2	3	11	5	0	0	-18
O=c1cc(N2CCN(Cc3ccccc3)CC2)c(-c2ccccc2)n[nH]1
→ 1	-5	2	-3	17	-1	-1	5	-17
CCOc1ccccc1NC(=O)NCc1ccccc1
→ 3	24	-9	1	3	0	0	-4	-15
COc1ccc(N=C2SCC(=O)N2Cc2ccccc2)cc1
→ 29	-13	-14	-6	0	0	1	-6	-36
COc1ccc(NC(=S)NCCCc2ccccc2)cc1
→ 3	-8	-16	2	0	1	20	0	-1
O=C(Cc1ccccc1)NNS(=O)(=O)c1ccc([N+](=O)[O-])cc1
→ 1	-10	-15	0	7	-3	6	7	-1
CCCCn1c(=O)n(CC(O)c2ccccc2)c(=O)c2c1ncn2C1CCCC1 (stereo not drawn)
→ 0	2	-8	3	5	-3	3	-3	-21
CCCCc1ccc(NC(=O)C2CCN(S(C)(=O)=O)CC2)cc1
→ -1	-1[fluorescence artefact?]	-7	4	-4	3	3	-10	-13
O=c1c2ccccc2nc(-c2ccc(Cl)cc2Cl)n1CCCn1ccnc1
→ -10	0	-10	3	5	1	2	-5	-56
COc1ccc(C)cc1N(CC(=O)NC1CCCC1)C(=O)CCC(=O)Nc1cc(C)on1
→ -1	-8	-10	5	14	-1	-4[fluorescence artefact?]	-5	-8
Cc1ccc(N2CCN(S(=O)(=O)N3CCCCC3)CC2)cc1C
→ -1	-10	-4	0	6	3	-1	-3	-7
O=C(NCCc1ccc(O)cc1)c1ccc(Cl)cc1
→ -4	4	0	5	8	6	11[fluorescence artefact?]	11	-8
O=C(COc1ccc(Cl)cc1)N1CCCCC1
→ 1	-11	-6	0	4	-1	5	-3	-14
O=C(Nc1ncn[nH]1)c1ccccc1Br
→ x	3[fluorescence artefact?]	-8	0	9	-2	-1	5	4
Cc1c(-c2nc(-c3ccc(C(F)(F)F)cc3)no2)n(C)oc1=O
→ 8	-1	0	-6	7	-2	-2	-2	-22
CC(C)(C)C(=O)Nc1cccc(-c2nc3ccccc3[nH]2)c1
→ -3	12	-7	-2	12	0	4	-6	-1
COc1cc(NC(=O)CSc2nc(C)cs2)cc(OC)c1
→ 1	-2[fluorescence artefact?]	4	-3	6	-4	1[fluorescence artefact?]	1	12
Cc1ccc(Cl)cc1NC(=S)N(CCN(C)C)Cc1cccs1
→ -4	-3	2	-1	14	-2	2	-1	-3
COc1ccc(Cc2c(O)nc(SCC(=O)NC34CC5CC(CC(C5)C3)C4)[nH]c2=O)cc1
→ 4&3	-16&-4	-3&-1	6&0	3	-1&1	-3&-1	0&-5	-2&-10
O=C1CC(c2ccc(Cl)cc2)n2nc(NS(=O)(=O)c3ccc(F)cc3)nc2N1 (stereo not drawn)
→ -8	18	2	4	14	-1	-4	0	-26
CCOC(=O)c1c(C)[nH]c(C)c1C(=O)COc1ncnc2ccccc12
→ -3	1	16	-6	5	0	3	6	-12
CCCc1nn(-c2ccccc2)c2c1C(c1cccs1)C(C#N)=C(N)O2 (stereo not drawn)
→ x	-8	4	1	7	4	4	1	2
O=C(N/N=C/c1cccc(OC(=O)N2CCOCC2)c1)c1cccs1
→ x	8	-23	1	11	9.1*	6	3	x
CN1CCN(CCC(=O)Nc2cccc(Br)c2)CC1
→ 10	2	0	-1	9	-3	-12	-1	-11
S=C(NCC1CCCO1)Nc1ccc(Nc2ccccc2)cc1 (stereo not drawn)
→ -14	-3	40*	-3	25	-3	-1	29	-10
CCOc1ccccc1CN1CCN(Cc2[nH]c3ccccc3c2C)CC1CCO (stereo not drawn)
→ -14	-15	-3	2	11	-2	0	-5	-2
CCC(C)(CC(=O)O)CC(=O)Nc1cc(C(F)(F)F)cc(C(F)(F)F)c1 (stereo not drawn)
→ 5	1	1	9	6	0	-2	2	-13
COc1ccc(N(C(=O)COc2cccc(C)c2)S(=O)(=O)c2ccc(C)cc2)cc1
→ 8	-22	-24	5	1	0	4	-1	-13
CCOC(=O)N1CCC(NC(=O)Cn2cccc2C(=O)c2ccccc2C)CC1
→ -7	1	1	-1	2	-4	4	-10	-13
CCn1c2ccccc2c2cc(/C=N/n3cn[nH]c3=S)ccc21
→ 0	0	3	4	14	-2	3	13	-12
Nc1nc(SCC(=O)c2cc3ccccc3o2)n[nH]1
→ 12	-25	-1	1	12	-2	-1	-2	-21
CCc1ccc(S(=O)(=O)N(C(=O)c2ccncc2)c2ccc(OC(=O)c3ccncc3)cc2)cc1
→ -7	-16	-31	2	26	-3	2	-4	-9
Cc1ccc(S(N)(=O)=O)cc1NC(=O)/C=C/c1ccc2c(c1)OCO2
→ 3	-1	-3	-2	9	0	0	-6	5
CC(c1ccccc1)N1CCn2c(nc3cc(NC(=O)NC4CCCCC4)ccc32)C1 (stereo not drawn)
→ 1	11	-12	7	-1	3	-47	-7	x
CN1C(=O)C(O)(CC(=O)/C=C\c2ccc3c(c2)OCO3)c2ccccc21 (stereo not drawn)
→ x	-8	-1	4	7	-2	-3	-3	-7
C(=N\N1CCN(c2ccccn2)CC1)/c1ccco1
→ 2	-17	12	-1	15	-1	2	16	-29
Cc1cc(C)nc(N/N=C/c2ccco2)n1
→ 6	4[fluorescence artefact?]	-1	0	13	0	-11[fluorescence artefact?]	-1	-6
O=C(CCS(=O)(=O)c1cccc2nonc12)N1CCN(c2ccc(F)cc2)CC1
→ -1	1	-3	5	23	-1	-2	15	-25
CC[n+]1c(C)n(C)c2cc(S(=O)(=O)N(C)C)ccc21
→ -3	10	-1	2	1	1	4	-8	-1
N/C(=N\OC(=O)CSc1ccccc1)c1ccc([N+](=O)[O-])cc1
→ 1	9	-14	0	16	2	-1	10	-10
O=C(NCCc1ccncc1)C(F)(F)F
→ 6	-11	-13	0	2	-3	2	-14	-16
O=C(CCCOc1ccccc1)Nc1ccncc1
→ -8	0	6	2	-2	-1	4	6	8
COCCn1cc(C(=S)N2CCOCC2)c2ccccc21
→ -8	-12	-14	-4	14	2	2	7	0
Cc1ccc(NC(=O)CN(C)CC(=O)Nc2ccc(N3CCOCC3)cc2)c(C)c1
→ 32	-1	-12	0	18	-2	5[fluorescence artefact?]	-36	6
COc1ccc(CN2CCOCCOCCN(Cc3ccc(OC)cc3)CCOCCOCC2)cc1
→ 17	0	-1	1	1	2	-2	-3	-16
Nc1c(C(=O)Nc2ccc(Br)cc2)sc2nc(-c3ccco3)ccc12
→ -5	15[fluorescence artefact?]	-39	8	12	-2	4[fluorescence artefact?]	1	-8
O=C(Cn1c(=O)oc2ccccc21)NCCc1ccccc1Cl
→ -10	11	-1	-2	7	-3	3	2	-5
